Screening data deposited in PubChem BioAssay by several laboratories.
KCNK9 inh – blocks the human KCNK9 two-pore domain potassium channel; Q9NPC2; HEK293 KCNK9, FluxOR thallium flux fluorescence; stronger effect = lower value; B-score at 10 µM; 310,000 compounds, 1.2% hits;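 active means ratio B-score over 3 SD below the library mean, with starting fluorescence within 5 SD of its mean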;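 further: negative B-score means less thallium flux so channel inhibition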
Target sequence (Q9NPC2 whole entry, looked up, the tested form may be a part): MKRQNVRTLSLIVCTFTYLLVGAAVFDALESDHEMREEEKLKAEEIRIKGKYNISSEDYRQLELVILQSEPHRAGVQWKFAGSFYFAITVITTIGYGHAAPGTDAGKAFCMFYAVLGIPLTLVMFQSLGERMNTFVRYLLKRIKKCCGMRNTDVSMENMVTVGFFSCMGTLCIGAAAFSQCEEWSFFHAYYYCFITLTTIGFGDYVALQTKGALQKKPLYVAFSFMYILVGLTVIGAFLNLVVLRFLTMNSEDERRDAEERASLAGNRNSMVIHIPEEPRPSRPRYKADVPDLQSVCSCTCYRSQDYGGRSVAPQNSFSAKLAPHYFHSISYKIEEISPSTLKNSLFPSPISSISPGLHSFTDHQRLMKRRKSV
PolyA inh – yeast polyadenylation inhibition | 300,000 compounds, 0.02% hits | calls only at 12 µM | S. cerevisiae SKY197-pL101 polyadenylation reporter, beta-gal luminescence; efflux-impaired pdr1/pdr3 knockout yeast; score 100 = 6 SD above DMSO;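 active means lowest replicate activity score at least 50, where 100 means six control SD above control mean; inconclusive means lowest score under 50 but half or more replicates reach 50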;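 further: yeast exposed to compound for 9 h at 30 °C; higher score means more reporter readthrough which indicates perturbed polyadenylation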
GSK3beta inhib – blocks human GSK3beta kinase activity; 300,000 compounds, 0.038% hits; GST-GSK3beta kinase, ADP-Glo luminescence, 60 min; stronger effect = lower value; activity score (negative = inhibition), % at 10 µM;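 active means more than half of replicate wells score below -50%, meaning over 50% inhibition versus plate controls; inconclusive means some replicates but at most half score below -50%; inactive means no replicate scores below -50%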;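 further: 0% = median DMSO wells and -100% = median GW8510 positive control wells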
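test system = GST-tagged human GSK3beta kinase, cell-free | reagent = 25 µM ATP with peptide substrate | dosing = one dose of 10 µM per compound | schedule = 60 min reaction, RT | detection = luminescent ADP-Glo measurement of ADP formed | control set = DMSO neutral wells and GW8510 at 20 µM as positive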
KCNK3 inh – human KCNK3 channel inhibition, primary screen | O14649 | CHO-KCNK3 thallium flux, FluxOR fluorescence; stronger effect = lower value | B-score at 10 µM | 340,000 compounds, 0.84% hits | AID 602410;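 active means B-score under library mean minus 4 SD, starting fluorescence ratio at most library mean plus 5 SD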;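 further: more negative B-score means stronger inhibition of thallium flux through KCNK3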
hERG rescue – hERG (human) protection from proarrhythmic block. Q12809. CHO-hERG, FluxOR thallium flux, dofetilide IC70 present. 310,000 compounds, 0.51% hits. activation (rescue from dofetilide block), less the hit threshold, % at 10 µM;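 active means activation above the mean of controls blocked by dofetilide plus 5 SD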;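 further: thallium influx through hERG after potassium depolarization seen as dye fluorescence rise; in these data hits start at about 4.7%; inactives centre near -7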
DYRK1A inh – blocks rat Dyrk1A kinase activity | 310,000 compounds, 0.43% hits | ADP-Glo luminescence, NFATc1 peptide | inhibition, % at 12.5 µM | AID 504441; in the data active means inhibition above about 50%;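 further: plate controls were vehicle with enzyme for no effect and no enzyme for full effect; many of its hits are not listed in these tables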
RGS4 pot – potentiators or activators of RGS4 | 310,000 compounds, 0.92% hits | AID 463111 | B-score at 10 µM | HEK293 M3R/inducible RGS4, carbachol calcium flux Fluo4; stronger effect = lower value;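 active means B-score of the integrated calcium signal more than 4 SD below the library mean, with starting fluorescence not abnormally high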;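 further: negative B-score means reduced calcium response which marks RGS4 activation or potentiation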
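Assay system: HEK293 FlpIn-TREx cells, stable M3R, doxycycline-inducible RGS4 / Probe or stimulus: carbachol, ECmax concentration / Times: overnight RGS4 induction, 30 min dye load 37 °C, 20 min compound RT / Signal: kinetic calcium fluorescence imaging with Fluo4-AM dye, 2 µM / Measure: Agonist-evoked peak-minus-minimum fluorescence over baseline, integrated ratio, B score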
HDAC3 inhib – human HDAC3 inhibition | recombinant HDAC3, fluorogenic peptide/trypsin coupled, fluorescence | AID 2718 | inhibition, % at 8.3 µM | O15379 | 320,000 compounds, 0.15% hits; in the data active means inhibition above about 26%, passing the limit was not always enough; inconclusive means no clear call, values can overlap the other calls
KCNQ1 pot – potentiates or activates the human KCNQ1 potassium channel; P51787; CHO-K1 KCNQ1, thallium flux FluxOR fluorescence; stronger effect = higher value; B-score at 10 µM; 310,000 compounds, 0.35% hits;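 active means fluorescence ratio B-score, a plate-corrected score, at least three library SD, with initial intensity B-score within 5 SD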
Target sequence (P51787 whole entry, looked up): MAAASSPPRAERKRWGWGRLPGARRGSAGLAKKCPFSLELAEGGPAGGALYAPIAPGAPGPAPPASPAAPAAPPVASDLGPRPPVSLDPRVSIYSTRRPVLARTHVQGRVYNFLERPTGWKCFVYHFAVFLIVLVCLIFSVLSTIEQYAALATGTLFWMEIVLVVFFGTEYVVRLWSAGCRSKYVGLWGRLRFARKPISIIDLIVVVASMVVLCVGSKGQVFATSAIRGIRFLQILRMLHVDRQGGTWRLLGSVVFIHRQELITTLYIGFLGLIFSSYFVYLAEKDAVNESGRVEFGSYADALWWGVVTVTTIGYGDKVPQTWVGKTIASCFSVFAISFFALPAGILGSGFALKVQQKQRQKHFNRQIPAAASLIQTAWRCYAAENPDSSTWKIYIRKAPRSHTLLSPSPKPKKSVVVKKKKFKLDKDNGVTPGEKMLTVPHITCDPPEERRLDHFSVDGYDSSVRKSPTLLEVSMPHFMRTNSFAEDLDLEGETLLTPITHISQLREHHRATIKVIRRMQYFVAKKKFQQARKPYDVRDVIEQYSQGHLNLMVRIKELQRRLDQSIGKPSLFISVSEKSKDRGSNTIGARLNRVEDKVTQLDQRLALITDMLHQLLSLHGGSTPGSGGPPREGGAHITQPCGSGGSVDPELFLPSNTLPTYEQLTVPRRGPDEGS
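System: CHO-K1 cells stably expressing KCNQ1 / Medium: assay buffer for compound exposure, DMSO matched across wells / Reagent: thallium- and potassium-containing depolarizing buffer / Compound: one concentration, matched DMSO / Incubation: 20 min compound pretreatment at room temperature / Measured by: kinetic FluxOR fluorescence, 10 s baseline plus 110 s post-stimulus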
GSK3A inh – inhibitors of human GSK-3 alpha kinase | P49840 | ADP-Glo luminescence, 60 min | inhibition, % at 10 µM | 320,000 compounds, 0.1% hits | AID 2650;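 in the data active means inhibition above about 50%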;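 further: GST-tagged GSK-3 alpha with peptide substrate and 25 µM ATP; 0% = DMSO neutral wells and 100% = GW8510 positive control wells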
KCNQ1 block – human KCNQ1 channel inhibition. P51787. CHO-K1 KCNQ1, FluxOR thallium flux fluorescence; stronger effect = higher value. B-score at 10 µM. 310,000 compounds, 1.3% hits. AID 2642;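 active means compounds whose thallium flux B-score, printed positive for inhibition, exceeds three library SD while starting fluorescence stays within three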;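 further: channel opened by potassium depolarization with thallium stimulus after 20 min compound exposure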
Numbers without * were called inactive; i = inactive; u = inconclusive; x = no result given. These rows are one share of the data; count on the stated rates, not on these rows.

Values run as follows: KCNK9 inh, PolyA inh, GSK3beta inhib, KCNK3 inh, hERG rescue, DYRK1A inh, RGS4 pot, HDAC3 inhib, KCNQ1 pot, GSK3A inh, KCNQ1 block
1: CC(=O)Nc1ccc(N2C(=O)CC(N3CC(C)OC(C)C3)C2=O)cc1 (stereo unspecified)
  i, i, 5, i, -6, -8, i, -9, i, 15, i
2: Cc1csc(NC(=O)CSc2nnc(-c3ccco3)n2C)n1
  i, i, 1, i, -2, -4, i, -1, i, -8, i
3: CCC(C)[C@H]1CNC(=S)N1CCc1cc(C(F)(F)F)cc(C(F)(F)F)c1 (stereo partly specified)
  i, i, -1, i, -8, 8, i, u, i, x, i
4: COc1ccc(-c2[nH]ncc2/C=C(/C#N)C(=O)NC2CCCCC2)cc1
  i, i, 0, i, -10, 0, i, 6, i, 1, i
5: Cc1c(Cl)cccc1N/C(=N/S(=O)(=O)c1cccs1)c1ccccc1
  i, i, 0, i, 2, 1, i, 2, i, 1, i
6: CC(=O)N1Cc2ccccc2C(C)CC12CCCCC2 (stereo unspecified)
  i, i, -1, i, -6, -1, i, 2, i, -5, i
7: O=C(NCc1ccc2c(c1)OCO2)c1ccc(CSCc2ccccc2Cl)o1
  i, i, 3, i, -9, 5, i, 1, i, -2, i
8: COc1ccccc1CNCC(O)(c1ccc(F)cc1)c1ccc(F)cc1
  i, i, 1, i, -16, -1, i, -1, i, -3, i
9: CCN(CC)S(=O)(=O)c1ccc2c(c1)nc(CCC(=O)OCC(=O)Nc1c(F)cccc1F)n2C
  i, i, -1, i, -21, -7, i, x, i, x, i
10: O=C(Nc1ccc(Br)cc1)C1CCC(=O)N1Cc1ccccc1Cl (stereo unspecified)
  i, i, 1, i, -4, 3, i, -7, i, -1, i
11: Cc1cc(NC(=O)CN(C)S(=O)(=O)c2cnc[nH]2)ccc1Br
  i, i, 1, i, -12, 4, i, 2, i, 1, i
12: CCOC(=O)CNC(=S)N1CCn2c(nc3ccccc32)C1
  i, i, -2, i, -2, -3, i, -3, i, 0, i
13: COc1ccccc1NC(=O)C1CCN(S(=O)(=O)c2ccc3c(c2)NC(=O)C(C)S3)CC1 (stereo unspecified)
  i, i, -6, i, -6, 6, i, -3, i, 0, i
14: CCCNC(=O)c1nc(C)n(-c2cc(Cl)cc(Cl)c2)n1
  i, i, -2, i, -10, 0, i, 2, i, -1, i
15: CNc1ccc(Br)cc(C(=O)/C=C/c2ccc(Cl)cc2Cl)c1=O
  i, i, -1, -9.7*, -18, 1, i, 3, i, 1, 10*
16: CCOC(=O)c1cnc2ccccc2c1Nc1ccc(C(=O)O)cc1
  i, i, -1, i, -20, 9, i, 5, i, 2, i
17: COc1ccccc1NC(=O)COC(=O)c1cnccn1
  i, i, 1, i, -4, 7, i, 4, i, 0, i
18: O=C(Nc1ccc(C(F)(F)F)cc1)c1cc(S(=O)(=O)NCC2COc3ccccc3O2)ccc1F (stereo unspecified)
  i, i, -3, i, -7, 8, i, 1, i, -1, i
19: CCOc1ccc2[nH]c3c(=O)n(CCC4=CCCCC4)cnc3c2c1
  i, i, -4, i, -10, -8, i, -8, i, -3, i
20: CCCN(CCC)C(=O)CSc1nc2n[nH]c(C)c2c(=N)n1-c1ccc(OC)cc1
  i, i, -1, i, -14, 19, i, -3, i, 2, i
21: COCCSc1ccccc1C(=O)N1CCc2ccccc21
  i, i, 2, i, -1, 8, i, 9, i, 1, i
22: COc1ccc(F)cc1S(=O)(=O)Nc1cc2c3c(c1)CCN3C(=O)CC2
  i, i, 2, i, -9, -6, i, -1, i, -2, i
23: COc1ccc(C(C)=O)cc1COc1cccc2c1OC(C)(C)C2
  i, i, 2, i, -10, 1, i, 0, i, x, i
24: Cc1ccc(CC(=O)O/N=C(\N)c2ccncc2)cc1
  i, i, -2, i, 1, -2, i, 0, i, 0, i
25: CCSc1nnc(NC(=O)CSc2nnc(Cc3cccn3C)n2CCc2ccccc2)s1
  i, i, 5, i, -8, 5, i, 2, i, -1, i
26: CCOc1ccc(S(=O)(=O)NCCC(=O)NCc2cccnc2)cc1
  i, i, -3, i, -13, 5, i, -2, i, -1, i
27: CC(C)OC(=O)CC(=O)c1sc2nc3c(cc2c1N)CN(C)CC3
  i, i, -4, x, -10, x, i, 22, i, 4, i
28: CCOc1ccc(-n2c(SC)nc3c(c2=O)SCC3)cc1
  i, i, 2, i, -8, 17, i, -5, i, 0, i
29: CCc1cc(C(=O)OC)c(NC(=O)CC2NCCNC2=O)s1 (stereo unspecified)
  i, i, -1, i, -17, x, i, 7, i, 2, i
30: CCCCOc1ccc(CNC(=S)N/N=C/c2ccc(OC)c(OC)c2)cc1
  i, i, 1, i, -11, 10, i, 5, i, -3, i
31: O=C1c2ccccc2C(=O)c2c1cccc2N1CCN(CCO)CC1
  i, i, -2, i, -13, 6, i, -1, i, 7, i
32: COc1cc(C2c3c(-c4ccccc4)n[nH]c3C(=O)N2c2ccc(C(=O)O)cc2)ccc1O (stereo unspecified)
  i, i, -1, i, -6, 3, i, 1, i, 2, i
33: CC1=C(C(=O)N2CCCC(CCC(=O)NCc3ccc(F)c(F)c3)C2)OCCO1 (stereo unspecified)
  i, i, 2, i, -15, -8, i, x, i, 4, i
34: O=C1C(=O)N(CNc2cccnc2)c2ccccc21
  i, i, 0, i, -4, -8, i, -1, i, -3, i
35: O=C1CC(C(=O)N2CCCc3ccccc32)CN1c1ccc(F)cc1 (stereo unspecified)
  i, i, -4, i, -3, -4, i, -4, i, 0, i
36: O=C(NCCCSc1ccccc1)c1cnc(Cl)c(Cl)c1
  i, i, 2, i, -5, 0, i, 0, i, 1, i
37: CCOC(=O)c1sc(NC(=O)CSc2ncccn2)c(C#N)c1C
  i, i, -19, i, -5, -9, i, x, i, x, i
38: CC(C)c1ccc(O)c(NC(=O)c2cncc(Br)c2)c1
  i, i, -1, i, -14, -4, i, 5, i, -1, i
39: N#CCCn1cc(C(=O)Nc2ccc(C(=O)O)cc2)c(-c2cc3ccccc3o2)n1
  i, i, 0, i, -13, 1, i, 4, i, 1, i
40: O=C(O)[C@H](Cc1ccccc1)N1Cc2ccccc2C1=O
  i, x, 3, i, -13, -1, i, x, i, -4, i
41: O=C(Nc1ccccc1)c1cccc2c(Br)cccc12
  i, i, 1, i, -8, x, i, 0, i, 4, i
42: CCOC(=O)c1c(C)c(C(=O)NCc2ccc(OC)cc2)c(C)n1C
  i, i, 3, i, -5, -4, i, -2, i, 4, i
43: Cc1cccc(-n2nc(C)c3c2NC2=C(C(=O)CCC2)C3c2ccccn2)c1 (stereo unspecified)
  i, i, 2, i, -12, -1, i, -1, i, -2, i
44: CN1C(C(=O)NCc2cccc(C(F)(F)F)c2)CC2Cn3c(nc4cc(Cl)c(Cl)cc43)C21 (stereo unspecified)
  i, i, 1, i, -6, 4, i, 4, i, 1, i
45: O=C(CCSc1nnc(-c2ccncc2)o1)Nc1ccccc1Cl
  i, i, -3, i, -4, 5, i, -1, i, x, i
46: Cc1ccc(C(C)C)c(OCc2ccc(C(=O)N/N=C/c3cccc(O)c3O)cc2)c1
  i, i, -24, i, -6, x, i, 6, i, -3, i
47: CCN(CC)CCNC(=O)c1ccccc1C(=O)c1ncc[nH]1
  i, i, -8, i, -2, -2, i, 3, i, -5, i
48: Cc1cc(S(=O)(=O)Nc2ccccc2C(=O)O)ccc1Cl
  i, i, 5, i, -17, -6, i, -7, i, -5, i
49: COc1cccc(NC(=S)NC2CC3CCCC(C2)N3C2CCCC2)c1 (stereo unspecified)
  i, i, -1, i, -10, 0, i, 4, i, -3, i
50: O=C(Cc1ccccc1)NNC(=S)Nc1ccccc1
  i, i, -1, i, -9, -2, i, 3, i, 5, i

The list goes on.
Values run as follows: KCNK9 inh, PolyA inh, GSK3beta inhib, KCNK3 inh, hERG rescue, DYRK1A inh, RGS4 pot, HDAC3 inhib, KCNQ1 pot, GSK3A inh, KCNQ1 block
51: NC(=O)C1CCN(C(c2ccccc2F)c2nnnn2Cc2ccco2)CC1 (stereo unspecified)
  i, i, -11, i, -7, 2, i, -2, i, -1, i
52: O=C(N/N=C/C(Cl)=C/c1ccccc1)c1ccncc1
  i, i, 2, i, -1, -1, i, -2, i, 5, i
53: COc1cccc(-c2nc3c(c(=O)[nH]c(=O)n3Cc3ccccc3)n2CCO)c1OC(F)F
  i, i, x, i, -13, 5, i, -6, i, 1, i
54: Cc1ccc(NC(=S)NNS(=O)(=O)c2ccc3ccccc3c2)cc1Cl
  i, i, -7, i, -10, 8, i, 2, i, -4, i
55: C/C=C/C=C/C(=O)OC(C)C(=O)Nc1cc([N+](=O)[O-])ccc1OC (stereo unspecified)
  i, i, 0, i, -6, -6, i, 2, i, -3, i
56: CS(=O)(=O)N(CC(=O)N1CCCCCC1)c1ccc2c(c1)OCCO2
  i, i, 2, i, -4, -1, i, 3, i, -1, i
57: O=C(CC1C(=O)NCCN1Cc1cccc(F)c1)NCCCN1CCCC1=O (stereo unspecified)
  i, i, 0, i, -8, -1, i, 6, i, -2, i
58: CC(C)(C)c1nnc(NS(C)(=O)=O)s1
  i, i, -1, i, -8, -1, i, 7, i, -1, i
59: Cc1ccc(NS(=O)(=O)c2ccc3c(c2)oc(=O)n3C)cc1F
  i, i, 0, i, -2, 2, i, 8, i, -2, i
60: Nc1ccc(-c2nnnn2-c2ccc(N)cc2)cc1
  i, i, 0, i, -8, 7, i, 1, i, 2, i
